BCR signal inh – chronic active BCR signaling inhibition | ABC-DLBCL IkBa-CBG/CBR reporter, luminescence ratio, 4 h | Potency, µM (series often up to 46.1 µM), for the others: top-dose ratio change, negative = lower green/red ratio, hits mostly inhibitors | 0.05% of 340,000 active; active means well fitted inhibition curve with a large enough effect in the signal ratio, with a control signal flat, not every such curve was filed as active; inconclusive means small, poorly fitted or top-dose-only effect, or effect the other way, or a change in a side signal; the % refers to the signal ratio;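 further: potency means the concentration at half of the fitted maximal effect; plate controls were basal doxycycline-induced cells for no effect and cells given 10 µM MG132 for full effect; MG132 reads +100%, hits lower the ratio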
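Cell line TMD8 (human ABC DLBCL), stably expressing tet-inducible CBG68-IkBa fusion and CBR; IMDM/0.5% FBS; cpd up to 46 uM; dox induction, 4 h, 37C/5% CO2; dual luminescence; green/red ratio; MG132 control.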
Eya2 phos inh – blocks the phosphatase activity of human Eya2 | Potency, µM (highest dose often 76.9 µM), for inactives: at the top dose activity, negative = inhibition, hits mostly inhibitors | O00167 | recombinant Eya2, OMFP fluorescence dephosphorylation (OMFP is methylfluorescein phosphate) | AID 488837 | 0.006% of 330,000 active; further: potency means the concentration at half of the fitted maximal effect
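Eya2 protein (added as 0.2 uM solution) was preincubated with compound for 10 min at ambient temperature in 50 mM HEPES pH 7.5, 50 mM NaCl, 5 uM MgCl2, 0.05% BSA, 1 mM DTT. OMFP (added at 50 uM) then reacted 10 min; fluorescence read at 485/525 nm.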
Giardia killer – Giardia lamblia killing | activity change, % at 7.66 µM, hits read low | 0.15% of 340,000 active | Giardia lamblia trophozoite viability | AID 540267; in the data active means activity change below about -80%; inconclusive means between about -30% and that limit;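 further: parasites exposed to compound for two days anaerobically before the ATP read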
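Anaerobic 48 hrs incubation at 37 deg C of 100 trophozoites/well with test compounds; ATPLite 1-Step luminescence, 15-30 min RT, reports cellular ATP as viability.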
FBPA coupling cs – inhibits coupling enzyme system, counter-screen for aldolase hits. activity change, negative = inhibition, % at 58.2 µM, hits read low. 0.67% of 290,000 active. coupling enzyme system counterscreen, AmpLite Red fluorescence; in the data active means activity change below about -30%
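Coupling enzymes only (glyceraldehyde-3-phosphate) + compound, at 57.5 uM final, 10 min RT; add substrate/coupling/AmpLite Red mix, 20 min RT; fluorescence ex 525/em 598 nm. Actives flag coupling-system interference.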
PKM2 activator – activators of human pyruvate kinase M2; P14618; purified PKM2, Kinase-Glo ATP luminescence, activation; response scale: 0% is enzyme alone, no compound; Potency, µM (series often up to 57.5 µM), for inactives: top-dose activation, hits mostly activators; 0.34% of 260,000 active; further: potency means the concentration at half of the fitted maximal effect; nearly all actives have a fitted effect of over 55% in size
Target sequence (P14618 whole entry, looked up): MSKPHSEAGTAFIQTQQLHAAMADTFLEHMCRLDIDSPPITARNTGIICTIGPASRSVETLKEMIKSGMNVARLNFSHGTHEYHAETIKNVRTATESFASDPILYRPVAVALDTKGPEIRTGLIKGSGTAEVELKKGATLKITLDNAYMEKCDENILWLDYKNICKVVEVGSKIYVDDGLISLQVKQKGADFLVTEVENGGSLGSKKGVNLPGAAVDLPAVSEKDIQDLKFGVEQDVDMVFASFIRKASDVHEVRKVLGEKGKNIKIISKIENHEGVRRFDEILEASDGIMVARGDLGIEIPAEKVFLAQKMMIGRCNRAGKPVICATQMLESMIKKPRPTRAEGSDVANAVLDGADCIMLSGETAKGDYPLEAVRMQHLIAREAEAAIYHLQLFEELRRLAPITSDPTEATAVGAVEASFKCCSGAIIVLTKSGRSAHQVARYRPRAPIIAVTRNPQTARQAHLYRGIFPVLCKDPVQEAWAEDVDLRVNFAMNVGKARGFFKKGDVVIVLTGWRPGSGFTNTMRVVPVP
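Kinase-Glo luminescence reports ATP generated from ADP (0.1 mM) and PEP (0.5 mM) by purified hPK-M2 after 1 h at room temperature, pH 7.2 imidazole buffer; intermediate enzyme activity allows detecting inhibitors and activators.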
B2AR arrestin – beta2AR (human) beta-arrestin recruitment activity; Potency, µM (titrated, usually from 46.1 µM), inactives show at the highest dose activation, actives largely listed as activators; 0.02% of 330,000 active; beta-arrestin recruitment to beta2AR, cell-based reporter; P07550;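 further: potency means the concentration at half of the fitted maximal effect; 0% = DMSO controls and full agonism = EC100 isoproterenol or metaproterenol; nearly all actives have a fitted effect of over 65% in size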
hERG WT inh – blocks the wildtype human KCNH2 potassium channel; AID 720551; Q12809; activity change, % at 1.84 µM; U2OS, BacMam KCNH2, thallium flux FluxOr; hits give low values; 0.37% of 340,000 active;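 active means maximum activity change below -70%; inconclusive means maximum activity change between -70% and -50%; inactive means maximum activity change above -50%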
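U2OS cells were transduced with wild-type KCNH2 virus (2.03 x 10^8 / mL) for 4 h at room temperature, then cultured overnight at 37 C. Thallium flux was read with FluxOr dye. Rate constants were normalized to DMSO controls.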
USP2a inh – blocks human ubiquitin-specific protease USP2a. USP2 core, Ub-CHOP2 coupled fluorogenic reporter, 485/531. Potency, µM (doses to about 38.3 µM), for the others: at the top dose activity change, negative = inhibition, hits mostly inhibitors. O75604. 0.01% of 330,000 active. AID 463254;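 further: potency means the concentration at half of the fitted maximal effect; plate controls were DMSO wells for no effect and full inhibition by NEM control for full effect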
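USP2 core (10nM final) preincubated 30min RT with compound in 20mM Tris-HCl pH 8.0, 2mM CaCl2, 2mM beta-mercaptoethanol, 0.05% CHAPS; 25nM Ub-CHOP2 plus 25nM reporter substrate added, fluorescence (Ex485/Em531) read after 60min.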
uPA surface inh – inhibitors of cell surface uPA generation | cell surface uPA generation assay, qHTS | Potency, µM (doses to about 38.3 µM), for inactives: at the highest dose activity change, negative = inhibition, usual class: inhibitors | 0.31% of 330,000 active; active means well fitted inhibition curve with a large enough effect; inconclusive means small, poorly fitted or top-dose-only effect; inactive means no such curve, though single readings can be large or run the other way; tested in mouse RAW 264.7 cells; further: potency means the concentration at half of the fitted maximal effect; nearly all actives have a fitted effect of over 55% in size
KCNH2 3.1 inh – KCNH2 3.1 (human) potassium channel inhibition | 0.95% of 340,000 active | U2OS KCNH2 3.1, thallium flux FluxOr; hits give low values | AID 720553 | activity change, % (tested at about 1.8 µM);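 active means maximum activity change below -70%; inconclusive means maximum activity change from -70% to -50%; inactive means maximum activity change above -50%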;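 further: thallium influx rate constant from kinetic fluorescence after stimulation buffer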
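Virally transduced U2OS (3.1 isoform, 4 h infection in dark at RT) → overnight 37 C → FluxOr + Red40 in HBSS/HEPES, 45 min → stimulation buffer, 2 min kinetic read → rate constant vs DMSO controls.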
GALK inh – blocks human galactokinase activity; P51570; Purified GALK, Kinase-Glo residual ATP luminescence; Potency, µM (doses to about 57.5 µM), without a hit: at the highest dose activity change, negative = inhibition, most hits filed as inhibitors; 0.007% of 270,000 active; AID 1868; further: potency means the concentration at half of the fitted maximal effect
Target sequence (P51570 whole entry, looked up): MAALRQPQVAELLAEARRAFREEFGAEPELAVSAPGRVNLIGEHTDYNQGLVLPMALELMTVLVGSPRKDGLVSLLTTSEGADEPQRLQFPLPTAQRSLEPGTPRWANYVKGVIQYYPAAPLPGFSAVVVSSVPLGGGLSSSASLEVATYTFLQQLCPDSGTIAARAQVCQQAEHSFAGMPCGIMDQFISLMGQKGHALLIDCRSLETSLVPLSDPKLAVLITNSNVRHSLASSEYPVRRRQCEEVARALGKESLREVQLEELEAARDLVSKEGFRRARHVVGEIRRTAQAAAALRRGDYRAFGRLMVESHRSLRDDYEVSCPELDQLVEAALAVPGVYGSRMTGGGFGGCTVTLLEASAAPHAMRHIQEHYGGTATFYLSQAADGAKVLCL
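ATP-depletion format; final 35 uM ATP, 100 uM D-galactose, 5 nM enzyme; pH 8.0 HEPES/Mg2+ buffer; 60 min RT; luminescence read 10 min after detection reagent.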
Starred values were filed as active, the others as inactive; ? = inconclusive; nt = no result given; [ ] = another dose, or the depositor's remark. Unless noted, the call rests on the fitted dose curve; in most records, active means well fitted curve in the direction sought with a large enough effect; inconclusive means small, poorly fitted or top-dose-only effect, or another doubt; inactive means no such curve, though single readings can be large; an effect the other way counts as inactive or inconclusive. Unless noted, on the % scale 0 is the no-effect control and ±100 the full control effect.

SMILES	BCR signal inh	Eya2 phos inh	Giardia killer	FBPA coupling cs	PKM2 activator	B2AR arrestin	hERG WT inh	USP2a inh	uPA surface inh	KCNH2 3.1 inh	GALK inh
COc1ccc(OCC(=O)Nn2c(-c3ccc(OC)cc3)nc3ccccc3c2=O)cc1	-4%	3%	2	8	-19%	-2.2%	2	0%	4%	10	3%
CCN(CC)c1ccc(NC(=O)Nc2ccccc2)cc1	-14%	-12%	-10	0	nt	0.2%	6	1%	-15%	5	1%
COc1ccc(C(C2C(=O)CC(C)(C)CC2=O)C2C(=O)CC(C)(C)CC2=O)cc1	0%	?	18	3	3%	8.9%	-5	1%	-4%	-14	10%
O=C(Cn1c(=O)c2sccc2n(Cc2cccc([N+](=O)[O-])c2)c1=O)NCCc1ccccc1	1%	1%	33[activator]	1	0%	?	4	2%	-4%	1	-1%
CCc1nnc(NC(=O)c2cc(-c3ccccn3)nc3ccccc23)s1	6%	18%	-24	5	nt	-0.5%	-19	-3%	-2%	3	10%
Cc1cccc(NC(=O)CSc2nc3ccc(NC(=O)CSc4nnnn4-c4ccccc4)cc3s2)c1C	-2%	17%	nt	-1	6%	0.2%	nt	3%	nt	nt	4%
Cc1cc(C)c(C#N)c(SC2CCCCC2=O)n1 (stereo unspecified)	-3%	4%	-1	4	15%	0.1%	-7	3%	1%	1	1%
COc1ccccc1Nc1nc2ccccc2[nH]1	?	16%	2	-8	-6%	3.8%	-5	2%	-6%	-1	3%
O=C(NC1CC1)C1CCCN1S(=O)(=O)c1ccc2ccccc2c1 (stereo unspecified)	-1%	-17%	-13	3	-3%	0.2%	-13	1%	-4%	-6	-1%
COc1ccc(S(=O)(=O)N2CCOC2CNC(=O)C(=O)NCc2ccco2)cc1C (stereo unspecified)	-5%	-2%	1	1	-3%	0.5%	14	0%	-3%	-3	-1%
CC(=O)Nc1ccc(-c2cc(C(=O)O)c3ccc(C)cc3n2)cc1	-18%	5%	9	1	-2%	-0.3%	0	-1%	3%	-3	1%
C=CCN1C(=O)NC(c2ccc(OC)cc2)(C(F)(F)F)S/C1=C(\C#N)c1nnc(N2CCOCC2)n1-c1ccccc1 (stereo unspecified)	?	4%	17	4	0%	-1.1%	6	2%	-2%	-2	-3%
COc1ccc2c(c1)c(=O)oc1cc(OCC(=O)N3CCC(C)CC3)ccc12	-4%	-13%	5	1	-15%	-0.5%	-38	0%	nt	1	2%
COCCn1c(SCC(=O)c2ccccc2)nc2c(c1=O)SC(C)C2 (stereo unspecified)	12%	-8%	5	3	-5%	0.6%	-7	-2%	-4%	2	1%
CCCCN(C(=O)c1ccc(S(=O)(=O)N2CCCCC2)cc1)C1CCS(=O)(=O)C1 (stereo unspecified)	9%	3%	-1	nt	nt	-0.3%	5	-1%	-23%	3	nt
COc1ccc(C(=O)NC(Cc2ccc(OC(=O)c3ccc(OC)cc3)cc2)C(=O)O)cc1 (stereo unspecified)	6%	8%	7	16	-12%	-0.4%	-10	1%	-3%	-3	0%
O=C(COC(=O)c1cc([N+](=O)[O-])ccc1N1CCOCC1)c1ccc(F)cc1	?	-24%	23	nt	nt	-0.1%	7	-5%	-8%	7	nt
CCOC(=O)CN1C(=O)C(O)(CC(=O)c2ccco2)c2ccccc21 (stereo unspecified)	1%	38%[15.4 µM]	0	3	23%	0.1%	0	3%	4%	4	3%
Cc1cc(Cl)ccc1NC(=S)Nc1ccccn1	?	-1%	-24	1	-5%	?	-10	4%	15%	16	0%
CCN(CC)C(=O)COc1ccc2c(-c3ccc(OC)cc3)cc(=O)oc2c1	-3%	5%	-6	2	0%	0.0%	-30	0%	5%	0	6%
CCOC(=O)N1CCN(c2c(NCCc3ccc(OCC)c(OCC)c3)c(=O)c2=O)CC1	7%	-4%	-25	3	-3%	-0.1%	-5	-3%	nt	13	0%
Cc1ccc(C(=O)N2CCCC(C(=O)Nc3cccc(-c4ccc(F)cc4)c3)C2)cn1 (stereo unspecified)	1%	1%	-17	-1	-2%	0.1%	-3	0%	-9%	7	0%
CC1(C)Cc2nc(N3CCOCC3)c(C#N)cc2CO1	1%	9%	2	4	5%	0.0%	-15	1%	0%	4	-1%
O=C(CN1C(=O)NC2(CCOc3ccccc32)C1=O)NCc1ccccc1 (stereo unspecified)	2%	-2%	-2	nt	nt	2.5%	-11	5%	6%	0	nt
COc1cccc2cc(C(=O)Oc3ccc(NC(C)=O)cc3)c(=O)oc12	-11%	-2%	10	1	0%	-0.7%	0	3%	-19%	4	0%
CCCCc1nc2cc(Cl)ccc2o1	2%	3%	-8	0	2%	-0.5%	0	-1%	1%	-3	-3%
CC1=Nc2ccccc2/C1=C/c1nc(-c2ccc(C)s2)oc1O	-4%	3%	8	0	-11%	-0.3%	-35	2%	-27%	-30	7%
CC(=O)N1CCN(C(=O)CNC(=O)c2ccc(Br)o2)CC1	3%	-1%	-11	nt	-5%	-0.4%	-9	0%	-1%	-2	-5%
O=S(=O)(CCc1nc2ccccc2s1)c1ccc2ccccc2c1	?	6%	1	-13	-14%	0.2%	-2	-9%	10%	11	-2%
COc1ccc(C(=O)NCc2nnc(SCC(=O)Nc3nc4ccccc4s3)o2)cc1	4%	9%	-20	0	7%	0.4%	3	0%	1%	6	0%

Compound profiles, as listed above.
Listed for Cc1ccc(C(=O)N2CCCC(C(=O)Nc3cccc(-c4ccc(F)cc4)c3)C2)cn1 (stereo unspecified) = BCR signal inh = 1%; Eya2 phos inh = 1%; Giardia killer = -17; FBPA coupling cs = -1; PKM2 activator = -2%; B2AR arrestin = 0.1%; hERG WT inh = -3; USP2a inh = 0%; uPA surface inh = -9%; KCNH2 3.1 inh = 7; GALK inh = 0%
Listed for CC1(C)Cc2nc(N3CCOCC3)c(C#N)cc2CO1 = BCR signal inh = 1%; Eya2 phos inh = 9%; Giardia killer = 2; FBPA coupling cs = 4; PKM2 activator = 5%; B2AR arrestin = 0.0%; hERG WT inh = -15; USP2a inh = 1%; uPA surface inh = 0%; KCNH2 3.1 inh = 4; GALK inh = -1%

3 entries drawn at random from the list so far:
SMILES	BCR signal inh	Eya2 phos inh	Giardia killer	FBPA coupling cs	PKM2 activator	B2AR arrestin	hERG WT inh	USP2a inh	uPA surface inh	KCNH2 3.1 inh	GALK inh
CC(=O)N1CCN(C(=O)CNC(=O)c2ccc(Br)o2)CC1	3%	-1%	-11	nt	-5%	-0.4%	-9	0%	-1%	-2	-5%
CCCCc1nc2cc(Cl)ccc2o1	2%	3%	-8	0	2%	-0.5%	0	-1%	1%	-3	-3%
COc1ccc(C(=O)NCc2nnc(SCC(=O)Nc3nc4ccccc4s3)o2)cc1	4%	9%	-20	0	7%	0.4%	3	0%	1%	6	0%

(more compounds)
SMILES	BCR signal inh	Eya2 phos inh	Giardia killer	FBPA coupling cs	PKM2 activator	B2AR arrestin	hERG WT inh	USP2a inh	uPA surface inh	KCNH2 3.1 inh	GALK inh
CC1CCCN(C(=O)COC(=O)Cn2cnc3ccccc32)C1 (stereo unspecified)	0%	3%	9	nt	nt	-0.2%	-5	2%	2%	9	nt
Cc1ccc(C(=O)NCc2ccc3c(c2)OCO3)c(C)c1	?	?	8	0	-1%[11.5 µM]	-0.3%	0	1%	-2%	15	-2%
Cc1cc(C)c2cc(CN(CCCN(C)C)C(=S)NCc3ccccc3)c(=O)[nH]c2c1	-1%	-5%	-6	0	1%	-0.9%	17	0%	-10%	-2	-1%
COC(=O)c1ccc(-c2ccco2)n1Cc1cccc(C)c1	-3%	-3%	-6	1	2%	0.1%	2	-1%	-1%	-17	-5%
